APOBEC3A inh = blocks human APOBEC3A ssDNA deamination. AID 493011. P31941. recombinant A3A, FAM/TAMRA ssDNA deamination fluorescence. inhibition, % at 20 µM. 330,000 compounds, 0.41% hits;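 active = at least 40% inhibition at 20 µM here, with at most 30% in a related deaminase screen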;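 note: plate controls were A3A with DMSO for no effect and wells lacking A3A enzyme for full effect; some results filed as inactive read as strong as hits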
Target sequence (P31941 whole entry, looked up): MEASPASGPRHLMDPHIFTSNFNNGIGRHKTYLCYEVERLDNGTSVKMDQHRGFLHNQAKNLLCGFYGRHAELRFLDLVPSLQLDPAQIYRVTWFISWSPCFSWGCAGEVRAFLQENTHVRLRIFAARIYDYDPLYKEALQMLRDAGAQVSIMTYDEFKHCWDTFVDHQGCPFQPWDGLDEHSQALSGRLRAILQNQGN
MIN6 prolif = induces beta-cell replication in MIN6 cells; MIN6 cells proliferation, ATPlite luminescence, 48 h; cells starved in 0.2% serum; 100% = growth in 10% serum; proliferation, % at 10 µM; 330,000 compounds, 0.29% hits;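 active = compounds whose signal lies at least 3.5 SD above the mean of all wells on their plate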;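 note: 0% = DMSO-treated cells in low-serum medium and 100% = 10% serum control; some compounds called inactive have numbers as strong as hits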
MPTP inh = permeability transition pore inhibition | 360,000 compounds, 1.4% hits | inhibition, % at 10 µM | AID 602449 | isolated mouse mitochondria, Ca2+ swelling absorbance, 30 min;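 active = inhibition of 50% or more, scaled per plate between neutral and stimulator controls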;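 note: 0% = DMSO wells given calcium and 100% = 1 mM EGTA wells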
APOBEC3G inh = blocks human APOBEC3G single-stranded DNA deamination. Q9HC16. recombinant A3G, ssDNA deamination FAM/TAMRA fluorescence. inhibition, % at 20 µM. 330,000 compounds, 0.28% hits. AID 493012;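 active = inhibition of at least 40% at 20 µM, with no more than 30% in the related APOBEC3A deaminase screen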;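 note: plate controls were DMSO wells with A3G for no effect and wells lacking A3G enzyme for full effect; some compounds called inactive have numbers as strong as hits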
Target sequence (Q9HC16 whole entry, looked up): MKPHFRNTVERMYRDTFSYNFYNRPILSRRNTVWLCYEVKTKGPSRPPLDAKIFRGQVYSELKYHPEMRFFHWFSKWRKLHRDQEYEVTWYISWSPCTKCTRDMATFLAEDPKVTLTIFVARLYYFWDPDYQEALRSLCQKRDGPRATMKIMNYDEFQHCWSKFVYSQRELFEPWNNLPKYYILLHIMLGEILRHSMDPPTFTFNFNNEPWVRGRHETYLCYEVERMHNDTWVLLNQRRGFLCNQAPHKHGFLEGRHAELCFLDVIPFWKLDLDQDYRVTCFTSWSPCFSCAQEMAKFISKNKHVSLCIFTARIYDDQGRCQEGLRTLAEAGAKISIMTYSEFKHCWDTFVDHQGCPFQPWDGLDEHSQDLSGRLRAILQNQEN
mIAP act = mouse IAP activation; muIAP, CDP-Star luminescence, 30 min; stronger effect = higher value; 1 = vehicle-only enzyme signal, 0 = enzyme-free wells; AID 2805; activation factor at 10 µM; 330,000 compounds, 0.24% hits;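 active = activation factor of at least 2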; note: the source names both 10 and 20 µM as test concentration; values of inactives mirror those of a sister screen read the other way
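Assay system: mouse IAP enzyme / Compound: DMSO-dissolved test compounds / Timing: 30 min, room temperature / Measured by: luminescence from enzymatic CDP-Star hydrolysis / Control set: DMSO-only wells, enzyme-free buffer wells as negative control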
mIAP inh = blocks mouse intestinal alkaline phosphatase | AID 2806 | purified mouse IAP, CDP-Star luminescence, 30 min | 330,000 compounds, 0.2% hits | inhibition, % at 10 µM;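 active = inhibition of at least 40% at 10 µM in the primary screen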;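 note: plate controls were DMSO with enzyme for no effect and no enzyme wells for full effect; values of inactives mirror those of a sister screen read the other way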
hIAP inh = blocks human intestinal alkaline phosphatase; P09923; purified IAP, CDP-Star luminescence, 30 min; inhibition, % at 10 µM; 330,000 compounds, 0.12% hits;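 active = inhibition reaching a set limit with compound at 10 µM in the primary screen, cut at about 35% in these data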;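 note: plate controls were DMSO wells with enzyme for no effect and no-enzyme buffer wells for full effect; values of inactives mirror those of a sister screen read the other way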
Target sequence (P09923 whole entry, looked up): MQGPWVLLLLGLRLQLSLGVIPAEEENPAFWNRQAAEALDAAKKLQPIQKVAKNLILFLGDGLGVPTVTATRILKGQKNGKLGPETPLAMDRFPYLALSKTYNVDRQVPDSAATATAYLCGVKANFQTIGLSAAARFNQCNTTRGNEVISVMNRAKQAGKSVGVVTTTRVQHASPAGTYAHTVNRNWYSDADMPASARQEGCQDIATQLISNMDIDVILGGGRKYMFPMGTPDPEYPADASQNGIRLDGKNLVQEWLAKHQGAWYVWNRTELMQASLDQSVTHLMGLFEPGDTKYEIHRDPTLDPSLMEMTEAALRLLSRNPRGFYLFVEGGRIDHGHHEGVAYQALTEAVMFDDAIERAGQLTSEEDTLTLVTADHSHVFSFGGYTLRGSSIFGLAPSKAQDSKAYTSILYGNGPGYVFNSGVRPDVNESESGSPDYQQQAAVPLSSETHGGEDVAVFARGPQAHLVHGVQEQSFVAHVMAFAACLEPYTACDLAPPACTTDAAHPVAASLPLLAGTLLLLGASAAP
GRIN3A LBD mod = modulates the human NR3A ligand-binding domain; NR3A LBD differential scanning fluorimetry, Tm shift; 0% = protein alone, 100% = glycine-bound protein; Tm shift relative to glycine control, % at 25 µM; 340,000 compounds, 2.5% hits; AID 1259313;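 active = melting temperature shift of at least 10% of the positive control shift, at one fixed dose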
hIAP activ = human IAP activation. 330,000 compounds, 0.16% hits. P09923. activation factor at 10 µM. purified human IAP, CDP-Star luminescence, 30 min; stronger effect = higher value; 1 = vehicle-only enzyme, 0 = enzyme-free background. AID 2524;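 active = activation factor of the enzyme at least 2-fold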; note: the source names both 10 and 20 µM as test concentration; values of inactives mirror those of a sister screen read the other way
* marks the source's active call; other numbers are inactive results.

SMILES	APOBEC3A inh	MIN6 prolif	MPTP inh	APOBEC3G inh	mIAP act	mIAP inh	hIAP inh	GRIN3A LBD mod	hIAP activ
O=C(Nc1ccccc1-c1ccccc1)c1cccc([N+](=O)[O-])c1	-1.3	-1.7	2.1	-2.7	0.934	6.6	-9.1	-0.1	1.09
COc1ccc(C2NS(=O)(=O)OCC2C)cc1 (stereo unspecified)	-0.9	-6.5	-0.4	-1.8	1.01	-0.6	-2.8	-1.2	1.03
O=C1CC(c2ccccc2)CC(O)=C1C=Nc1ccc(O)cc1 (stereo unspecified)	-0.3	-3.8	-1.4	-2.8	0.905	9.5	4.2	0.0	0.958
COc1ccc(CC(=O)NNc2ncnc3c2cnn3C)cc1OC	2.1	-4.6	-1.1	3.0	0.917	8.3	-47.1	1.7	1.47
COc1ccc(Cl)cc1C(=O)Nc1ccc2c(c1)OCCO2	-0.8	-1.5	12.0	-3.5	0.961	3.9	5.4	-0.6	0.946
C#CCOCCOCCOCCNc1nc(N2CCN(C(=O)CCCCCCCCCCNC(=O)Cn3cc(C[C@@H](C)O)nn3)CC2)nc(N2CCN(C(=O)CCCCCCCCCCNC(=O)[C@@H]([C@H](C)O)n3cc(C)nn3)CC2)n1	-1.6	-7.9	-1.0	-2.3	1.62	-62.4	0.5	-3.9	0.995
COc1ccccc1OCCSc1ncnc2nc[nH]c12	-1.2	0.1	-0.4	-2.3	0.944	5.6	-7.5	-0.2	1.07
COc1cc(C)c(CN2CCCCC2CO)cc1C (stereo unspecified)	1.4	0.3	-1.9	-6.6	1.04	-4.1	0.6	-2.8	0.994
Cc1ccc(S(=O)(=O)CCC(=O)OC(C)C(=O)N2CCc3ccccc32)cc1 (stereo unspecified)	3.9	-0.2	-0.9	-3.4	0.974	2.6	-5.0	-1.9	1.05
CCOC(=O)C1(CC)NC(c2cccc(F)c2)C2C(=O)N(CC)C(=O)C21 (stereo unspecified)	-6.0	7.2*	-0.1	-6.0	1.03	-2.7	6.8	-3.2	0.932
COC(=O)C(C(=O)OC)c1ccc(NC(=O)c2cccc(Cl)c2)cc1	0.3	-3.9	1.8	-6.9	0.948	5.2	7.8	2.1	0.922
O=C(CN1CCN(C(=O)c2cccc(S(=O)(=O)N3CCCC3)c2)CC1)Nc1ccccc1Cl	-0.2	-0.7	1.5	-4.5	1.03	-3.2	3.3	3.0	0.967
CCn1cc(C(=O)NCC(C)C)c(=O)c2cc(F)c(N3CCN(C)CC3)cc21	-3.1	-0.2	1.2	-3.3	0.971	2.9	11.7	1.7	0.883
Oc1ccc(/C=N/Nc2nccnc2Cl)c(O)c1	2.5	-4.1	0.4	-5.6	0.923	7.7	-61.0	17.6*	1.61
CCOc1ccc(-c2cc(C(=O)NN)[nH]n2)cc1	0.1	0.0	0.9	4.5	0.948	5.2	-24.9	-2.6	1.25
CC(C)(C)N1CC(c2nc3ccccc3n2CCOc2ccccc2)CC1=O (stereo unspecified)	1.6	-5.7	-3.8	9.8	1.07	-6.6	-15.2	-0.1	1.15
CCCCNc1nc(=S)[nH]c2cc(OC)c(OC)cc12	-4.2	-1.1	0.6	-4.1	1.05	-5.3	0.4	3.0	0.996
COc1ccc(NC(=O)c2ccc(CN3CCN(c4ccccc4)CC3)cc2)cc1	-2.0	-0.9	1.9	-3.4	0.982	1.8	-0.8	-21.6	1.01
CCc1ccc(NC(=S)NCC2CCCN2CC)cc1 (stereo unspecified)	0.8	-1.9	0.5	-2.1	1.1	-9.7	1.5	-1.7	0.985
COc1cccc2cc(C(=O)N3CCN(c4ncccn4)CC3)c(=O)oc12	-5.1	-4.1	-0.5	-6.4	0.953	4.7	0.5	-0.1	0.995
COc1cccc(CNC(=O)C(=O)NCCC2CCCCN2S(=O)(=O)c2ccccc2)c1 (stereo unspecified)	-4.4	1.1	0.2	-10.4	0.937	6.3	5.8	1.8	0.942
O=C1CSC(c2ccc(F)cc2)N1c1nc2ccccc2s1 (stereo unspecified)	-7.7	-4.8	0.9	-7.9	1.14	-13.7	-4.3	-5.0	1.04
CC(OC(=O)C12CCC(=O)N1c1ccccc1S2)C(=O)Nc1cccc(Cl)c1 (stereo unspecified)	-3.9	3.1	-1.6	-9.4	0.966	3.4	5.9	-6.6	0.941
CCOc1ccc(C(=O)CCC(=O)NN2C(=O)NC3(CCCCC3)C2=O)cc1	-3.1	6.8	-2.4	-8.1	1.04	-4.3	-3.4	0.2	1.03
COc1ccc(CCNC(=O)C(=O)NCc2ccc(C)cc2)cc1OC	24.4	-0.7	-1.2	-7.8	0.905	9.5	7.2	3.2	0.928

Next section, starting with the last two of the part before.
SMILES	APOBEC3A inh	MIN6 prolif	MPTP inh	APOBEC3G inh	mIAP act	mIAP inh	hIAP inh	GRIN3A LBD mod	hIAP activ
CCOc1ccc(C(=O)CCC(=O)NN2C(=O)NC3(CCCCC3)C2=O)cc1	-3.1	6.8	-2.4	-8.1	1.04	-4.3	-3.4	0.2	1.03
COc1ccc(CCNC(=O)C(=O)NCc2ccc(C)cc2)cc1OC	24.4	-0.7	-1.2	-7.8	0.905	9.5	7.2	3.2	0.928
COc1ccc(CNC(=O)C2CCCN(c3nn4c(=O)cc(C)nc4s3)C2)cc1 (stereo unspecified)	-2.0	-0.1	-0.8	-2.3	1.01	-0.7	-2.5	2.0	1.02
COc1ccc(-c2csc(Nc3ccccc3)[n+]2Cc2ccccc2)cc1	1.8	-5.4	4.3	0.7	0.979	2.1	7.1	1.9	0.929
CCc1nnc(NC(=O)C2CCN(S(=O)(=O)Cc3ccccc3)CC2)s1	-3.6	-2.4	3.9	-4.0	1.02	-2.3	6.7	0.2	0.933
COC(=O)c1ccc(N2C(=O)CC(N(C)CCc3ccc(OC)c(OC)c3)C2=O)cc1 (stereo unspecified)	-7.9	3.6	0.0	-1.8	1.07	-7.1	1.3	-0.2	0.987
O=C(Nc1ccccc1-c1ccccc1)C1CCCN(c2ncccn2)C1 (stereo unspecified)	-7.0	1.3	-0.8	-8.6	1.08	-8.5	-10.6	-0.8	1.11
COCCn1c(=S)[nH]c2cc(C(=O)N(CCO)Cc3ccccc3)ccc2c1=O	-3.7	-2.8	-0.4	-2.2	0.928	7.2	32.6	4.6	0.674
Cc1cc(C)cc(Oc2nc(C(F)(F)F)nc3ccccc23)c1	1.6	-2.0	80.3*	6.4	0.969	3.1	28.4	0.5	0.716
Cc1ccccc1NC(=S)N(Cc1ccccn1)Cc1ccccc1Cl	-2.3	-3.9	-4.7	-4.0	0.966	3.4	16.8	0.4	0.832
COc1cccc(/C=N/n2c(SC)nnc2-c2ccccc2)c1O	-4.6	-1.3	-3.9	-7.4	0.99	1.0	2.6	-0.9	0.974
Cn1nccc1C(=O)N/N=C/c1c(O)ccc2ccccc12	-1.8	-4.2	3.7	-6.0	0.804	19.6	-95.0	6.6	1.95
CCOc1ccc(N2CC(C(=O)Nc3ccc(S(=O)(=O)N4CCCCC4)cc3)CC2=O)cc1 (stereo unspecified)	8.0	-0.2	-1.8	-11.7	0.987	1.3	10.4	-3.3	0.896
O=C1CCC(=O)N1CC(=O)N1c2ccccc2Sc2ccccc21	-5.9	-2.6	0.7	-8.2	1.08	-8.5	-6.8	0.4	1.07
O=C(CN(Cc1ccco1)C(=O)c1ccccc1)Nc1ccc(Cl)c(Cl)c1	-3.7	-4.7	41.1	-5.1	1.4	-40.3	-34.0	0.6	1.34
CCN(CC)C(=O)c1ccc(Nc2nnc(-c3ccc(O)cc3)c3ccccc23)cc1	-18.4	-4.4	-0.5	-4.4	1.01	-1.1	-37.2	-3.0	1.37
COc1ccc(S(=O)(=O)Nc2c(C)cc(C)cc2C)c2cccnc12	-4.7	1.1	-1.0	-8.3	1.01	-0.7	10.2	-1.8	0.898
COc1cc(-n2c(=O)c3ccccc3n(Cc3cccc(C)c3)c2=O)cc(OC)c1OC	-7.7	-4.8	-0.2	-6.0	1.28	-27.7	-20.3	0.5	1.2
O=C(Cc1ccccc1)NC(c1ccco1)c1c(O)ccc2ccccc12 (stereo unspecified)	-6.5	-3.7	13.0	-7.8	0.96	4.0	-12.4	-3.5	1.12
Cc1ccc(CCNC(=O)C2CCCN(S(=O)(=O)c3c(C)noc3/C=C/N(C)C)C2)cc1 (stereo unspecified)	-0.6	-6.7	0.8	-4.0	1.14	-13.7	5.8	-0.2	0.942
Cc1cnn(-c2cc(N/N=C/c3ccccc3Cl)ncn2)c1	-2.3	-3.2	-3.7	-1.1	1.06	-5.8	5.0	-0.1	0.95
Cc1nn(-c2ccccc2)c(C)c1/C=C/C(=O)OCC(=O)Nc1ncc(Cl)cc1Cl	1.6	-3.6	0.1	-3.4	1.11	-10.8	5.3	2.9	0.947
O=C(COc1ccc(Cl)cc1Cl)NCCCn1ccnc1	-1.2	-1.5	0.1	-1.4	0.937	6.3	8.6	-1.4	0.914
Cc1cc(OCc2cc(C(=O)NCC3(C)COC3)no2)cc(C)c1Cl	-3.0	-6.3	1.2	-4.5	0.937	6.3	2.4	0.9	0.976
O=[N+]([O-])c1cc(C(F)(F)F)ccc1N1CCCC(O)C1 (stereo unspecified)	-2.5	1.3	0.3	-4.0	0.984	1.6	-5.9	0.6	1.06
CC1(C)CC(=O)C(C=Nc2cc(C(=O)c3ccccc3)ccc2N)=C(O)C1	-2.2	-1.1	0.0	-2.1	0.967	3.3	-2.0	-5.9	1.02
COc1ccc(S(=O)(=O)N2CCCCC2)cc1NC(=O)Cc1c[nH]c2ccccc12	6.0	-2.0	0.2	-7.5	1.13	-13.1	-6.9	-7.2	1.07
Going on with the list:
SMILES	APOBEC3A inh	MIN6 prolif	MPTP inh	APOBEC3G inh	mIAP act	mIAP inh	hIAP inh	GRIN3A LBD mod	hIAP activ
Cc1ccc(S(=O)(=O)NCCC(=O)N2CCC(C)CC2)cc1	1.6	-0.7	-1.5	-2.6	1.1	-10.2	7.4	2.5	0.925
O=C(CCc1nnc2n(Cc3ccccc3Cl)c(=O)c3ccccc3n12)NCCCN1CCOCC1	-3.7	6.4	-1.3	-7.7	1.02	-1.8	22.1	2.0	0.779
COC(=O)C1C(=O)CC(C)(O)C(C(=O)OC)C1/C=C/c1ccccc1 (stereo unspecified)	0.5	-3.8	-9.7	0.6	1.07	-7.1	1.5	-1.3	0.985
Cc1cc(C)n(C(=O)c2ccc(Cn3nc(C)c(Br)c3C)o2)n1	5.5	-5.4	3.2	-2.9	1.01	-0.9	-7.9	0.5	1.08
CC(C)Oc1ccc(OCCSc2nc3ccccc3n2CC(=O)O)cc1	69.5*	-2.6	0.6	6.8	0.896	10.4	14.1	-1.6	0.859
CCCCn1c(N)c(N(CC(C)C)C(=O)c2cccc(S(=O)(=O)N3CC(C)OC(C)C3)c2)c(=O)[nH]c1=O (stereo unspecified)	12.1	-2.5	6.1	-10.2	1.02	-1.6	20.6	2.6	0.794
COc1cc(C(=O)Nc2ccccc2SCc2cc(=O)n3nc(C)sc3n2)cc(OC)c1OC	-5.9	-4.8	-0.3	-7.4	0.961	3.9	-2.1	0.0	1.02
Cc1ccc(Nc2nnc(C)c(=O)[nH]2)cc1	-1.0	-2.7	-2.1	-1.9	1.1	-10.0	4.2	-2.0	0.958
CCCCN1C(=O)c2ccc(C(=O)NC3=NCCS3)cc2C1=O	-2.4	0.2	1.0	-4.1	1.03	-3.1	-5.6	1.0	1.06

Printed as active in MPTP inh (from the list above):
Compound	APOBEC3A inh	MPTP inh	APOBEC3G inh	mIAP act	mIAP inh	hIAP inh	GRIN3A LBD mod	hIAP activ
Cc1cc(C)cc(Oc2nc(C(F)(F)F)nc3ccccc23)c1	1.6	80.3*	6.4	0.969	3.1	28.4	0.5	0.716

Bioassay records deposited in PubChem by Sanford-Burnham Center for Chemical Genomics.
